D3 antag: antagonists of human D3 dopamine receptor. D3R cells, DiscoveRx beta-arrestin luminescence, antagonist mode; hits give low values. 360,000 compounds, 2.5% hits. max response, negative = inhibition, %. P35462; in the data active means max response below about -50%; inconclusive means no clear call, values can overlap the other calls; further: on the % scale 0 is the no-effect control and ±100 the full control effect; mostly tested at two doses, the higher about 12 µM
Target sequence (P35462 whole entry, looked up): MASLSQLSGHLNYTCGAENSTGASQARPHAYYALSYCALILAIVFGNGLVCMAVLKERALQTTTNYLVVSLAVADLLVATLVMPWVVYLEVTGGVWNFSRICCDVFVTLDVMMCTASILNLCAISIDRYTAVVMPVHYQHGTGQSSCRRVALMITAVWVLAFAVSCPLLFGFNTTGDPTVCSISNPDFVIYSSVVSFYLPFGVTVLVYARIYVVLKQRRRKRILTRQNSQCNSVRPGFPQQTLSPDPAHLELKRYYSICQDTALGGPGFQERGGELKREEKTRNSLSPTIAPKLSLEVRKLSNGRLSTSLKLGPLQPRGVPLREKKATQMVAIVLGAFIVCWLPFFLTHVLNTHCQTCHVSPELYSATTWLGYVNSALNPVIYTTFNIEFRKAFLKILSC
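Cells plated overnight at 1500 cells/well, then exposed to library compounds with dopamine controls for 90 minutes at 37 degrees C. DiscoveRx reagent added for 30–60 minutes at room temperature; luminescence read, quantitative HTS format.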
KB-V1 MDR tox: KB-V1 MDR subline cytotoxicity; KB-V1 MDR cells viability, CellTiter-Glo, 72 h; Potency, µM (series often up to 46.1 µM), for inactives: top-dose activity change, negative = cytotoxicity, actives largely listed as cytotoxic; 400,000 compounds, 3.4% hits; further: potency means the concentration at half of the fitted maximal effect; on the % scale 0 is the no-effect control and ±100 the full control effect; nearly all actives have a fitted effect of over 60% in size
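Readout: CellTiter-Glo luminescence, 10 min after addition. Cells: KB-V1 MDR subline, 72 h at 37 degrees C with compound. Analysis: corrected, normalized data fitted to concentration-effect curves.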
KB-3-1 cytotox: kills parental KB-3-1 adenocarcinoma cells. KB-3-1 viability, CellTiter-Glo ATP luminescence, 72 h. Potency, µM (titrated, usually from 46.1 µM), for the others: top-dose activity change, negative = cytotoxic, usual class: cytotoxic. 400,000 compounds, 1.4% hits. AID 1347075; further: potency means the concentration at half of the fitted maximal effect; on the % scale 0 is the no-effect control and ±100 the full control effect; nearly all actives have a fitted effect of over 60% in size
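Here the drug-naive KB-3-1 line serves as comparator for MDR sub-line selectivity; cells received compound titrations, 72 h at 37 °C, then CellTiter-Glo readout.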
HT1080 IDH1KD tx: kills HT-1080 cells with IDH1 knockdown; HT-1080 IDH1 knockdown viability, ATP luminescence, 48 h; Potency, µM (top dose mostly 46.1 µM), for inactives: at the top dose activity, negative = toxicity, hits mostly cytotoxic; 360,000 compounds, 2% hits;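 further: potency means the concentration at half of the fitted maximal effect; 0% = DMSO wells and -100% = cell-free medium wells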
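CellTiter-Glo luminescence after 48 h compound exposure at 37 degrees C of IDH1-knockdown HT-1080 cells in 5% FBS RPMI. %Activity scaled between DMSO wells and cell-free media wells, with curves fitted and assigned curve classes.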
IL1B secr inh: inhibitors of inflammasome signaling (IL-1 beta secretion); THP-1 LPS/ATP IL-1B secretion, AlphaLISA, 16 h; hits give low values; activity change, % at 57.5 µM; 360,000 compounds, 4.7% hits; AID 743279; in the data active means activity change below about -50%; inconclusive means mostly about -30% to -49%; further: on the % scale 0 is the no-effect control and ±100 the full control effect
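Secreted IL-1B measured by AlphaLISA bead assay after 16 h compound exposure of THP-1 cells; compounds (final up to 57.5 uM) added 1 h before LPS (250 ng/mL) and ATP (1.25 mM) stimulation; lower signal means less secretion.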
GLP-1R agonist: GLP-1 receptor (human) agonism. 380,000 compounds, 0.007% hits. Potency, µM (doses to about 45.6 µM), inactives show top-dose activation, actives largely listed as activators. HEK293 GLP-1R CRE-luciferase, luminescence, 4-6 h; cells express a hypersensitive GLP-1R form. AID 624172. P43220; further: potency means the concentration at half of the fitted maximal effect; % of control where 0% means no effect
Target sequence (P43220 whole entry, looked up): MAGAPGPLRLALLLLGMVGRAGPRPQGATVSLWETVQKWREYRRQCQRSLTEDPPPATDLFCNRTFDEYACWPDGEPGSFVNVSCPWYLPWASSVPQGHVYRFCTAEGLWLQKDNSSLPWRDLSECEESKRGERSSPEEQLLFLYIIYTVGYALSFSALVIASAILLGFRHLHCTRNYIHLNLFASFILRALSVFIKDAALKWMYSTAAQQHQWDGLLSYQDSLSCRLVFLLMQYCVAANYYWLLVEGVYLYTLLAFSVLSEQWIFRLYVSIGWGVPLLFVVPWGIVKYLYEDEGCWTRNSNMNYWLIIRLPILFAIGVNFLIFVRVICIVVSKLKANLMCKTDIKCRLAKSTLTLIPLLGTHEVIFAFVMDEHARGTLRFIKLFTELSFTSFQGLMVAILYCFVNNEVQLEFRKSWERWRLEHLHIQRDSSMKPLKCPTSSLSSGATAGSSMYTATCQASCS
HT1080-NT tox: kills 2HG-producing HT-1080-NT fibrosarcoma cells; HT-1080-NT fibrosarcoma viability, CellTiter-Glo ATP luminescence, 48 h; Potency, µM (highest dose often 46.1 µM), for the others: top-dose activity, negative = less viability, most hits filed as cytotoxic; 360,000 compounds, 1.6% hits; AID 686970;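 further: NT is the 2HG producing partner of a matched IDH1 knockdown line; potency means the concentration at half of the fitted maximal effect; 0% = DMSO-treated cells and -100% = media-only wells without cells; nearly all actives have a fitted effect of over 55% in size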
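Toxicity toward the 2HG-producing NT line was scored as %Activity, normalised to DMSO and no-cell wells, from CellTiter-Glo luminescence after 48 hours' treatment.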
DRD3 agonist: activates the human D3 dopamine receptor; P35462; D3R DiscoveRx beta-arrestin cells, luminescence, 90 min; 410,000 compounds, 0.58% hits; max activation, %; in the data active means max activation above about 30%; further: 0% is about no effect; mostly tested at two doses, the higher about 12 µM
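Agonist mode: compounds and dopamine controls were applied to plated cells for 90 min at 37 degrees C after an overnight attachment at 1500 cells/well. Luminescent read-out followed 30 - 60 minutes at room temperature with DiscoveRx detection reagent.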
SW480 rereplic: inducers of DNA re-replication in SW480 colon cancer cells; SW480 DNA re-replication, Hoechst DNA content imaging, 48 h; Potency, µM (titrated, usually from 46.1 µM), inactives show at the top dose re-replication activation, actives largely listed as activators; 340,000 compounds, 1.8% hits; further: potency means the concentration at half of the fitted maximal effect; % of control where 0% means no effect; nearly all actives have a fitted effect of over 55% in size
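SW480 cells exposed to compounds for 48 hr at 37 C, 5% CO2, then Hoechst-stained 40 min. Nuclear DNA content imaged by fluorescence scanning (405 nm excitation, 500-530 nm emission); re-replication scored as increased high-intensity nuclei.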
Numbers without * were called inactive; & = joins results of further samples; [ ] = dose if it differs, or a comment. Unless noted, the call rests on the fitted dose curve; in most records, active means well fitted curve in the direction sought with a large enough effect; inconclusive means small, poorly fitted or top-dose-only effect, or another doubt; inactive means no such curve, though single readings can be large; an effect the other way counts as inactive or inconclusive.

Results for COc1ccc2c(C)cc(Sc3nnnn3-c3ccccc3)nc2c1 ?
D3 antag: -1; KB-V1 MDR tox: inconclusive; KB-3-1 cytotox: -30%; HT1080 IDH1KD tx: -1%; IL1B secr inh: -95*; GLP-1R agonist: 1%; HT1080-NT tox: 7%; DRD3 agonist: 2; SW480 rereplic: -2%

Results for Cc1ccc(OCC(=O)NC(=S)Nc2ccc(Br)c(C)n2)cc1 ?
D3 antag: -13; KB-V1 MDR tox: 0%; KB-3-1 cytotox: -4%; HT1080 IDH1KD tx: 0%; IL1B secr inh: 8; GLP-1R agonist: -8%; HT1080-NT tox: 1%; DRD3 agonist: -8; SW480 rereplic: 3%

Results for COC(=O)c1ccc(OS(=O)(=O)c2ccc(NC(C)=O)cc2)cc1 ?
D3 antag: 12; KB-V1 MDR tox: -4%; KB-3-1 cytotox: -17%; HT1080 IDH1KD tx: 0%; IL1B secr inh: -7; GLP-1R agonist: 0%; HT1080-NT tox: -1%; DRD3 agonist: 8; SW480 rereplic: 7%

How did COc1cccc(CNC(=O)c2ccccc2C(=O)NC(C)(C)C(=O)NCc2cccc(OC)c2)c1 do in these assays?
D3 antag: 0; KB-V1 MDR tox: 26%; KB-3-1 cytotox: 26%; HT1080 IDH1KD tx: 9%; IL1B secr inh: 7; GLP-1R agonist: -1%; HT1080-NT tox: 15%; DRD3 agonist: 0; SW480 rereplic: -4%

What do the screens show for `O=C(NNc1c(F)c(F)cc(F)c1F)c1cc2ccccc2oc1=O`?
D3 antag: -1; KB-V1 MDR tox: -3%; KB-3-1 cytotox: 4%; HT1080 IDH1KD tx: -1%; IL1B secr inh: 18; GLP-1R agonist: 6%; HT1080-NT tox: 11%; DRD3 agonist: 1; SW480 rereplic: -4%

Results for CCCCn1c(=O)c(CCC(=O)OCC(=O)Nc2ccc(F)c(Cl)c2)nc2ccccc21 ?
D3 antag: 14; KB-V1 MDR tox: 15%; KB-3-1 cytotox: 12%; HT1080 IDH1KD tx: 8%; IL1B secr inh: -10; GLP-1R agonist: -4%; HT1080-NT tox: 28%; DRD3 agonist: 0; SW480 rereplic: -5%

How did COc1ccc2c(C(=O)c3ccc(C)cc3)n(Cc3ccc(C(N)=O)cc3)[n+]([O-])c2c1 do in these assays?
D3 antag: inconclusive; KB-V1 MDR tox: -8%; KB-3-1 cytotox: -4%; HT1080 IDH1KD tx: 2%; IL1B secr inh: 3; GLP-1R agonist: -7%; HT1080-NT tox: 3%; DRD3 agonist: -27; SW480 rereplic: 34%

What do the screens show for `CCOc1ccc(N(CC(=O)Nc2ccc(OC)cc2)S(=O)(=O)c2c(C)noc2C)cc1`?
D3 antag: -5; KB-V1 MDR tox: 18%; KB-3-1 cytotox: 17%; HT1080 IDH1KD tx: -3%; IL1B secr inh: 34; GLP-1R agonist: -1%; HT1080-NT tox: 0%; DRD3 agonist: -12; SW480 rereplic: 1%

Results for CC(=O)c1c(C)[nH]c(C(=O)CN2C(=O)NC(C)(C)C2=O)c1C ?
D3 antag: -2; KB-V1 MDR tox: -1%; KB-3-1 cytotox: 0%; HT1080 IDH1KD tx: 4%; IL1B secr inh: 15; GLP-1R agonist: -5%; HT1080-NT tox: 5%; DRD3 agonist: -1; SW480 rereplic: -2%

How did c1ccc(-c2n[nH]c3ccccc23)cc1 do in these assays?
D3 antag: -9; KB-V1 MDR tox: 1%; KB-3-1 cytotox: 12%; HT1080 IDH1KD tx: 29%; IL1B secr inh: -4; GLP-1R agonist: 23%; HT1080-NT tox: 22%; DRD3 agonist: 19; SW480 rereplic: -3%

Results for Cn1c(Cn2c(=O)sc3ccccc32)nnc1SCC(=O)Nc1ccccc1F ?
D3 antag: -10; KB-V1 MDR tox: 10%; KB-3-1 cytotox: -20%; HT1080 IDH1KD tx: 5%; IL1B secr inh: 27; GLP-1R agonist: 7%; HT1080-NT tox: -8%; DRD3 agonist: -1; SW480 rereplic: -11%

What do the screens show for `O=C(NC1CC1)c1cc(Cl)nc2ccccc12`?
D3 antag: -2; KB-V1 MDR tox: 16%; KB-3-1 cytotox: 7%; HT1080 IDH1KD tx: 10%; IL1B secr inh: 34; GLP-1R agonist: 11%; HT1080-NT tox: -1%; DRD3 agonist: 1; SW480 rereplic: -49%

What do the screens show for `O=S1(=O)CCC(NC(=S)N2CCOCC2)C1` (configuration not stated)?
D3 antag: 8; KB-V1 MDR tox: -3%; KB-3-1 cytotox: -5%; HT1080 IDH1KD tx: 9%; IL1B secr inh: 0; GLP-1R agonist: -12%; HT1080-NT tox: 8%; DRD3 agonist: 2; SW480 rereplic: inconclusive

How did Cc1ccc(S(=O)(=O)NCC(=O)N(CC(=O)NC2CCCC2)c2ccc3c(c2)OCCO3)cc1 do in these assays?
D3 antag: -1; KB-V1 MDR tox: -4%; KB-3-1 cytotox: -2%; HT1080 IDH1KD tx: -3%; IL1B secr inh: -5; GLP-1R agonist: 11%; HT1080-NT tox: 0%; DRD3 agonist: 3; SW480 rereplic: -5%

How did CCCCCn1c(N)c(-c2nc3ccccc3s2)c2c([N+](=O)[O-])nn(CC)c(=O)c21 do in these assays?
D3 antag: -27; KB-V1 MDR tox: 18µM*; KB-3-1 cytotox: -28%; HT1080 IDH1KD tx: 1%; IL1B secr inh: -4; GLP-1R agonist: 14%; HT1080-NT tox: 0%; DRD3 agonist: -26; SW480 rereplic: 0%

Results for CS(=O)(=O)N1CCc2cc(C(=O)Nc3ccc(O)cc3)ccc21 ?
D3 antag: 23; KB-V1 MDR tox: -2%; KB-3-1 cytotox: -3%; HT1080 IDH1KD tx: -7%; IL1B secr inh: 12; GLP-1R agonist: 1%; HT1080-NT tox: -5%; DRD3 agonist: 3; SW480 rereplic: -8%

What do the screens show for `COC(=O)C1CN(C(=O)COc2ccccc2)c2ccccc2O1` (configuration not stated)?
D3 antag: 3; KB-V1 MDR tox: 15%; KB-3-1 cytotox: 5%; HT1080 IDH1KD tx: 24%; IL1B secr inh: 22; GLP-1R agonist: 1%; HT1080-NT tox: 9%; DRD3 agonist: 0; SW480 rereplic: -3%

How did COc1ccc(/C=N/Nc2nn3cnnc3c3ccccc23)cc1 do in these assays?
D3 antag: 4; KB-V1 MDR tox: -4%; KB-3-1 cytotox: -2%; HT1080 IDH1KD tx: 11%; IL1B secr inh: -12; GLP-1R agonist: 7%; HT1080-NT tox: 1%; DRD3 agonist: -1; SW480 rereplic: -14%

Results for O=C(NC1=NCCS1)c1cccs1 ?
D3 antag: inconclusive; KB-V1 MDR tox: -6%; KB-3-1 cytotox: 0%; HT1080 IDH1KD tx: 11%; IL1B secr inh: 15; GLP-1R agonist: -2%; HT1080-NT tox: 7%; DRD3 agonist: 9; SW480 rereplic: -8%

What do the screens show for `C[C@@H]1COc2cccc(N3CCSCC3)c2S(=O)(=O)N1`?
D3 antag: 13; KB-V1 MDR tox: -11%; KB-3-1 cytotox: -1%; HT1080 IDH1KD tx: 1%; IL1B secr inh: 22; GLP-1R agonist: -1%; HT1080-NT tox: 13%; DRD3 agonist: -1

How did CC(C)(CO)CN1CCC(n2nccc2NC(=O)C2CCOC2)CC1 (configuration not stated) do in these assays?
D3 antag: 18; KB-V1 MDR tox: 17%; KB-3-1 cytotox: 20%; HT1080 IDH1KD tx: 5%; IL1B secr inh: 2; GLP-1R agonist: -3%; HT1080-NT tox: 8%; DRD3 agonist: 7

How did Cc1cc(-n2c(C)cc(C(=O)CSc3[nH]c(=O)cc(C(F)(F)F)c3C#N)c2C)no1 do in these assays?
D3 antag: -10; KB-V1 MDR tox: -15%; KB-3-1 cytotox: 8%; HT1080 IDH1KD tx: 0%; IL1B secr inh: 13; GLP-1R agonist: -5%; HT1080-NT tox: -4%[9.24 µM]; DRD3 agonist: 2; SW480 rereplic: 3.3µM*

Results for Cc1cc(C)c(CN2CCN(C(=O)Cn3ccc(N)nc3=O)CC2)c(C)c1 ?
D3 antag: -10; KB-V1 MDR tox: 21%; KB-3-1 cytotox: 1%; HT1080 IDH1KD tx: -1%; IL1B secr inh: 36; GLP-1R agonist: -1%; HT1080-NT tox: 6%; DRD3 agonist: -9; SW480 rereplic: 1%

What do the screens show for `CCOCCCNC(=O)CCC(=O)NNc1nc2ccccc2c2nc(-c3ccccc3)nn12`?
D3 antag: 8; KB-V1 MDR tox: -1%&4%; KB-3-1 cytotox: 4%&6%; HT1080 IDH1KD tx: 15%; IL1B secr inh: 30; GLP-1R agonist: 3%; HT1080-NT tox: 7%; DRD3 agonist: -10&8; SW480 rereplic: 0%

Results for CC(C)NC(=O)c1ccc2c(=O)n(Cc3ccco3)c(=S)[nH]c2c1 ?
D3 antag: 2; KB-V1 MDR tox: 22%; KB-3-1 cytotox: 7%; HT1080 IDH1KD tx: -15%; IL1B secr inh: -10; GLP-1R agonist: -8%; HT1080-NT tox: -9%; DRD3 agonist: 9; SW480 rereplic: -12%

How did CC1=Nc2cc(C(=O)NCc3ccco3)ccc2Sc2ccc(C)cc21 do in these assays?
D3 antag: -15; KB-V1 MDR tox: 0.58µM*; KB-3-1 cytotox: inconclusive; HT1080 IDH1KD tx: 1.6µM*; IL1B secr inh: 29; GLP-1R agonist: 6%; HT1080-NT tox: 3.7µM*; DRD3 agonist: -13; SW480 rereplic: 1.3µM*

What do the screens show for `Cc1cccc(C(C)C)c1NC(=O)COC(=O)CNS(=O)(=O)c1ccccc1`?
D3 antag: -12; KB-V1 MDR tox: 12%; KB-3-1 cytotox: 12%; HT1080 IDH1KD tx: 1%; IL1B secr inh: 11; GLP-1R agonist: -1%; HT1080-NT tox: 0%; DRD3 agonist: -1; SW480 rereplic: -4%

How did Cc1ccc(C(=O)COc2ccccc2-c2ccccc2)cc1 do in these assays?
D3 antag: 12; KB-V1 MDR tox: 11%; KB-3-1 cytotox: 0%; HT1080 IDH1KD tx: 2%; IL1B secr inh: -4; GLP-1R agonist: 0%; HT1080-NT tox: -5%; DRD3 agonist: 2; SW480 rereplic: 6%

Compound activity: PubChem BioAssay, National Center for Advancing Translational Sciences (NCATS)

Random draw from the library, and some 12% of all compounds hit somewhere here.
